TRHR agonist – activates the human TRH receptor; P34981; TRHR cells, calcium flux fluo-8, FDSS agonist mode; activation, % at 2 µM; hit rate 0.18% among 360,000; AID 493084; note: 0% is about no effect
Target sequence (P34981 whole entry, looked up): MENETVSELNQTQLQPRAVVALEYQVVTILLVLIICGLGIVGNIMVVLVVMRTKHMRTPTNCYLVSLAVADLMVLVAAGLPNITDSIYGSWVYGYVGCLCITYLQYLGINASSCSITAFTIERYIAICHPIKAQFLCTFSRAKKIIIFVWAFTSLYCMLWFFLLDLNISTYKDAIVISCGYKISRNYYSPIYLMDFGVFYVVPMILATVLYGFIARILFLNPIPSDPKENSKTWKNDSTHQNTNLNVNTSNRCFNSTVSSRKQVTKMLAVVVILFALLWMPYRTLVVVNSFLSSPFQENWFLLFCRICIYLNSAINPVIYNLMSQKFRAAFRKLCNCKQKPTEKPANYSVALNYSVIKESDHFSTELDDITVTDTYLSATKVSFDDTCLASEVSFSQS
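Fluo-8-loaded TRHR cells; 10 s baseline, compound added, kinetic Ca2+ fluorescence read 1/s, agonist mode.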
D2 agonist – activates the human D2 dopamine receptor; P14416; HEK293 T-REx D2 cells, calcium flux agonist mode; activation, % at 2 µM; hit rate 0.53% among 340,000; AID 485358;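 active = activation over 3 SD above normal in the single-dose calcium agonist read, cut at about 30% in these data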; note: 0% is about no effect
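HEK293 Trex D2 cells, tetracycline-induced, o/n 30 C 5% CO2; no-wash Ca dye, RT 30–90 min; 10-cycle baseline, 23 nl cpd added, kinetic Ca read 180 s; agonist hits = positive Ca response.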
D2 potentiator – positively modulates the human D2 dopamine receptor allosterically; HEK293 T-REx D2, calcium flux, EC20 dopamine potentiation; hit rate 0.34% among 340,000; potentiation, % at 10 µM; P14416;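 active = potentiation over 3 SD above the plate norm, cut at about 30% in these data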; note: 0% is about no effect
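Potentiation of an EC20 dopamine calcium response is measured in a force-coupled, tetracycline-inducible Hek293 Trex D2 line. Compound-only kinetic reads over 180 s flag agonists before dopamine addition.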
D1 potentiator – human D1 dopamine receptor positive modulation | AID 504651 | HEK293 TREx D1 cells, calcium flux, dopamine EC20 potentiation | hit rate 0.036% among 360,000 | P21728 | potentiation, % at 10 µM; in the data active = potentiation above about 30%; note: 0% is about no effect
Target sequence (P21728 whole entry, looked up): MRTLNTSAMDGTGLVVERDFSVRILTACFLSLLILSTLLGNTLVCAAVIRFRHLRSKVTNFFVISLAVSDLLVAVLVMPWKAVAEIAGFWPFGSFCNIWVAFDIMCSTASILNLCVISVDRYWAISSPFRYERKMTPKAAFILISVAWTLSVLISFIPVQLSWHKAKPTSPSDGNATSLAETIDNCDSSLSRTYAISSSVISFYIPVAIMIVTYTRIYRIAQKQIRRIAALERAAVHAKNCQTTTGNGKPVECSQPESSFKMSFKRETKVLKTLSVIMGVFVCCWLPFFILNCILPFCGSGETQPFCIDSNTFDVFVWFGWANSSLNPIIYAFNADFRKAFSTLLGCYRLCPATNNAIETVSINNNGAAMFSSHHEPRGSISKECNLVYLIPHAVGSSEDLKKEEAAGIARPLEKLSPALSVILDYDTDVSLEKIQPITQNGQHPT
RXFP1 antag – RXFP1 (human) relaxin receptor antagonism; Q9HBX9; HEK293-RXFP1, relaxin-stimulated cAMP HTRF, 30 min; active compounds read low; activity change, negative = inhibition, % at 57.5 µM; hit rate 0.59% among 350,000; AID 1259400;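 active = activity change of -60% or lower, but not beyond a set lower limit; inconclusive = change between -60% and -40%, or beyond the set limit; inactive = change above -40%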; note: % is set by controls: 0 for no effect and ±100 for the full control effect
D2 antagonist – D2 dopamine receptor (human) antagonism; P14416; HEK293 TREx D2 cells, calcium flux, dopamine EC80; inhibition, % at 10 µM; hit rate 2% among 340,000; AID 485344; in the data active = inhibition above about 30%; note: 0% is about no effect
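In this primary screen, negative modulation is detected by tracking calcium flux after an EC80 dopamine challenge in inducible HEK293 T-REx D2 cells preexposed to test compound for 180 s.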
TRHR enhancer – allosterically enhances the human TRH receptor; P34981; TRHR cells, fluo-8 calcium fluorescence, EC20 TRH enhancement; enhancement, % at 2 µM; hit rate 0.66% among 360,000; in the data active = enhancement above about 30%; note: 0% is about no effect
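TRHR-expressing cells loaded with fluo-8 calcium dye were read kinetically (ex 480/em 530) during compound addition, then stimulated with an EC20 of TRH (10 nM final). Enhancement of the Gq-mediated intracellular calcium response was scored.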
D1 ag – activates the human D1 dopamine receptor. AID 504660. hit rate 1% among 360,000. HEK293 T-REx D1 cells, calcium flux, agonist mode. P21728. activation, % at 2 µM; note: 0% is about no effect
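Tetracycline-induced HEK293 TREx D1 cells, force-coupled to calcium signalling, were dye-loaded with a no-wash calcium kit. Compound was pin-added after a 10 s baseline. Fluorescence was read kinetically at 1 cycle/s for 180 s, with calcium rises flagged as agonism.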
D1 antagonist – antagonists of human D1 dopamine receptor; HEK293 TREx D1 cells, calcium flux, dopamine EC80; active compounds read low; AID 504652; P21728; activity change, negative = inhibition, % at 10 µM; hit rate 3.2% among 360,000; in the data active = activity change below about -30%; note: % is set by controls: 0 for no effect and ±100 for the full control effect
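Compound effects on dopamine-evoked calcium signalling were measured in tetracycline-induced HEK293 Trex D1 cells. Dopamine at EC80 followed a 180 s compound pre-read, and fluorescence was tracked kinetically for 180 s more.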
* hit, by the source's call; ? = inconclusive; / = not tested or not shown; & = joins results of further samples. Cut-off read from the data, not from the text of the source, unless noted: active = activation above about 30%; inactive = the rest.

Start of the data: the first ten records as a preview:
Short keys: A = TRHR agonist; B = D2 agonist; C = D2 potentiator; D = D1 potentiator; E = RXFP1 antag; F = D2 antagonist; G = TRHR enhancer; H = D1 ag; I = D1 antagonist
> O=C(Nc1ccc2c(c1)OCO2)c1cc(-c2ccc(Cl)cc2)on1
  A: 1.4 | B: 0.0 | C: 15 | D: 1 | E: / | F: / | G: 4 | H: 1 | I: 9

> COc1cccc(-c2nn(-c3ccc(C)cc3)cc2C(=O)N2CCc3cc(OC)c(OC)cc3C2)c1
  A: -0.1 | B: 0.4 | C: -10 | D: -8 | E: -15 | F: -18 | G: -4 | H: 1 | I: 12

> Nc1cccc(Oc2ccc([N+](=O)[O-])cc2)c1
  A: -0.3 | B: -0.3 | C: 3 | D: -6 | E: 6 | F: -1 | G: 1 | H: 2 | I: -25

> Oc1ccc(/C=N/Nc2ccnc3cc(Cl)ccc23)cc1O
  A: 0.0 | B: 1.4 | C: -5 | D: -4 | E: 9 | F: -17 | G: 11 | H: 1 | I: -2

> O=C(NCc1ccccc1)C(=O)NCC(c1ccco1)N1CCOCC1 (stereo not drawn)
  A: 0.0 | B: 1.0 | C: 0 | D: 3 | E: -2 | F: -1 | G: 3 | H: 3 | I: -8

> CN(C)C(CNC(=S)Nc1ccc(Cl)cc1)c1cccnc1 (stereo not drawn)
  A: 0.5 | B: 0.5 | C: -27 | D: -4 | E: -14 | F: -10 | G: 1 | H: 0 | I: -1

> COc1ccc2nc(SCC(=O)NC3CCCC3)c(C)cc2c1
  A: -1.0 | B: / | C: / | D: -9 | E: 9 | F: / | G: -10 | H: 0 | I: -4

> COc1cccc(Nc2ccc(-n3ccnc3)nn2)c1
  A: -0.3 | B: -0.1 | C: -23 | D: -8 | E: -19 | F: 17 | G: 3 | H: 0 | I: -66*

> Cc1ccc(SCc2cc(=O)[nH]c(N3CCOCC3)n2)cc1
  A: 0.0 | B: 1.6 | C: 14 | D: -2 | E: -12 | F: 6 | G: -6 | H: 0 | I: 3

> O=c1cc(CSc2ccccn2)c2ccccc2[nH]1
  A: 0.2 | B: 0.4 | C: -8 | D: -5 | E: 5 | F: -5 | G: -1 | H: 1 | I: 6

Results (from the top)
Short keys: A = TRHR agonist; B = D2 agonist; C = D2 potentiator; D = D1 potentiator; E = RXFP1 antag; F = D2 antagonist; G = TRHR enhancer; H = D1 ag; I = D1 antagonist
> O=C(Nc1ccc2c(c1)OCO2)c1cc(-c2ccc(Cl)cc2)on1
  A: 1.4 | B: 0.0 | C: 15 | D: 1 | E: / | F: / | G: 4 | H: 1 | I: 9

> COc1cccc(-c2nn(-c3ccc(C)cc3)cc2C(=O)N2CCc3cc(OC)c(OC)cc3C2)c1
  A: -0.1 | B: 0.4 | C: -10 | D: -8 | E: -15 | F: -18 | G: -4 | H: 1 | I: 12

> Nc1cccc(Oc2ccc([N+](=O)[O-])cc2)c1
  A: -0.3 | B: -0.3 | C: 3 | D: -6 | E: 6 | F: -1 | G: 1 | H: 2 | I: -25

> Oc1ccc(/C=N/Nc2ccnc3cc(Cl)ccc23)cc1O
  A: 0.0 | B: 1.4 | C: -5 | D: -4 | E: 9 | F: -17 | G: 11 | H: 1 | I: -2

> O=C(NCc1ccccc1)C(=O)NCC(c1ccco1)N1CCOCC1 (stereo not drawn)
  A: 0.0 | B: 1.0 | C: 0 | D: 3 | E: -2 | F: -1 | G: 3 | H: 3 | I: -8

> CN(C)C(CNC(=S)Nc1ccc(Cl)cc1)c1cccnc1 (stereo not drawn)
  A: 0.5 | B: 0.5 | C: -27 | D: -4 | E: -14 | F: -10 | G: 1 | H: 0 | I: -1

> COc1ccc2nc(SCC(=O)NC3CCCC3)c(C)cc2c1
  A: -1.0 | B: / | C: / | D: -9 | E: 9 | F: / | G: -10 | H: 0 | I: -4

> COc1cccc(Nc2ccc(-n3ccnc3)nn2)c1
  A: -0.3 | B: -0.1 | C: -23 | D: -8 | E: -19 | F: 17 | G: 3 | H: 0 | I: -66*

> Cc1ccc(SCc2cc(=O)[nH]c(N3CCOCC3)n2)cc1
  A: 0.0 | B: 1.6 | C: 14 | D: -2 | E: -12 | F: 6 | G: -6 | H: 0 | I: 3

> O=c1cc(CSc2ccccn2)c2ccccc2[nH]1
  A: 0.2 | B: 0.4 | C: -8 | D: -5 | E: 5 | F: -5 | G: -1 | H: 1 | I: 6

Continuation.
Short keys: A = TRHR agonist; B = D2 agonist; C = D2 potentiator; D = D1 potentiator; E = RXFP1 antag; F = D2 antagonist; G = TRHR enhancer; H = D1 ag; I = D1 antagonist
> COc1cc(C#Cc2c(-c3cncn3C)n(C)c3ccc(-c4cnc(OC)nc4)cc23)cc(OC)c1
  A: 0.7 | B: -0.9 | C: 9 | D: -7 | E: / | F: 7 | G: 2 | H: 0 | I: /

> CC1CCN(S(=O)(=O)c2ccc3c(c2)N(CC(=O)NCCCN2CCCCC2)C(=O)CS3)CC1
  A: 0.4&-0.3 | B: -0.4&-0.1 | C: -8&-3 | D: 5&0 | E: 14&-1 | F: -18 | G: -14&5 | H: 3&-4 | I: 1&8

> Cc1cc(C)n(C2CC(=O)N(c3ccc(Cl)c(Cl)c3)C2=O)n1 (stereo not drawn)
  A: 0.1 | B: -0.7 | C: -1 | D: -7 | E: 4 | F: -9 | G: 1 | H: 0 | I: -26

> COC(=O)Cn1c(CN(C)Cc2ccccc2)nc2c1c(=O)n(C)c(=O)n2C
  A: 0.4 | B: 1.2 | C: 0 | D: 4 | E: 1 | F: -2 | G: -4 | H: 1 | I: 0

> CN(NC1CC(=O)N(c2ccccc2)C1=O)c1ccccc1 (stereo not drawn)
  A: 0.4 | B: 0.5 | C: -4 | D: 2 | E: / | F: 1 | G: -1 | H: 0 | I: 2

> CCOC(=O)c1csc(NC(C)=O)n1
  A: -1.6 | B: -0.9 | C: -5 | D: -2 | E: 5 | F: -5 | G: 2 | H: 6 | I: -6

> CC(O)CNc1cnccn1 (stereo not drawn)
  A: 0.8 | B: 0.1 | C: -3 | D: 0 | E: 0 | F: -8 | G: -2 | H: 2 | I: 19

> COc1ccc(-n2nc(C(=O)NCC(=O)N3CCN(c4ccccc4)CC3)c3ccccc3c2=O)cc1OC
  A: -0.5 | B: 0.1 | C: 3 | D: -1 | E: -3 | F: 0 | G: -8 | H: -2 | I: -10

> CS(=O)(=O)N(Cc1ccc(C(=O)NN=C2CCCCCC2)cc1)c1ccccc1
  A: -0.1 | B: / | C: / | D: -8 | E: 0 | F: / | G: -8 | H: 2 | I: -10

> CC(C)(C)c1nnc(SCC(=O)c2ccccc2)n(N)c1=O
  A: 1.0 | B: -7.6 | C: 4 | D: 0 | E: -27 | F: -2 | G: 2 | H: 8 | I: -2

The listing continues.
Short keys: A = TRHR agonist; B = D2 agonist; C = D2 potentiator; D = D1 potentiator; E = RXFP1 antag; F = D2 antagonist; G = TRHR enhancer; H = D1 ag; I = D1 antagonist
> Cc1cc(OCC(=O)NCC2CCC(C(=O)O)CC2)c2c(C)cc(=O)oc2c1 (stereo not drawn)
  A: -0.4 | B: 0.6 | C: -3 | D: -3 | E: / | F: 16 | G: 2 | H: 1 | I: -16

> CSC1=C(C#N)C(c2ccccc2C)C(C#N)=C(N)N1 (stereo not drawn)
  A: -0.2 | B: 0.8 | C: 2 | D: -11 | E: -3 | F: 3 | G: -4 | H: 1 | I: -22

> Cc1nn(CCCC(=O)NC2CCC(C)CC2)c(=O)c2nn(-c3ccccc3)c(C)c12 (stereo not drawn)
  A: 0.5 | B: -0.2 | C: 1 | D: -2 | E: -36 | F: 3 | G: -3 | H: 0 | I: 2

> O=S(=O)(NCc1ccccn1)c1ccc(Cl)s1
  A: -0.1 | B: 0.8 | C: -6 | D: -6 | E: -9 | F: -7 | G: 21 | H: 0 | I: -5

> COc1cccc(NC(=O)NC2CCCCCCC2)c1
  A: -0.1 | B: 0.5 | C: 7 | D: 2 | E: 1 | F: -4 | G: 5 | H: 1 | I: -9

> COc1ccccc1Oc1ccc2c(c1)C(=O)N(c1ccc(O)cc1)C2=O
  A: -0.8 | B: -0.5 | C: 4 | D: -1 | E: ? | F: 16 | G: 0 | H: 9 | I: -13

> CCOC(=O)c1c(-c2ccccc2)n(C)c2ccc(O)cc12
  A: -0.7 | B: 0.5 | C: -5 | D: 2 | E: -24 | F: 11 | G: -9 | H: 3 | I: -7
